Vif-APOBEC3G blk = inhibitors of Vif-APOBEC3G interaction | HeLa A3G-eYFP + Vif (tagged APOBEC3G with the HIV-1 protein that degrades it), YFP fluorescence, overnight | Potency, µM (doses to about 46.1 µM), without a hit: at the highest dose activity, negative = active, hits mostly inhibitors | Q9HC16 | 0.076% of 410,000 active;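 further: on the % scale 0 is the no-effect control and ±100 the full control effect; nearly all actives have a fitted effect of over 60% in size; hits raise eYFP signal because A3G escapes Vif-driven loss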
Target sequence (Q9HC16 whole entry, looked up): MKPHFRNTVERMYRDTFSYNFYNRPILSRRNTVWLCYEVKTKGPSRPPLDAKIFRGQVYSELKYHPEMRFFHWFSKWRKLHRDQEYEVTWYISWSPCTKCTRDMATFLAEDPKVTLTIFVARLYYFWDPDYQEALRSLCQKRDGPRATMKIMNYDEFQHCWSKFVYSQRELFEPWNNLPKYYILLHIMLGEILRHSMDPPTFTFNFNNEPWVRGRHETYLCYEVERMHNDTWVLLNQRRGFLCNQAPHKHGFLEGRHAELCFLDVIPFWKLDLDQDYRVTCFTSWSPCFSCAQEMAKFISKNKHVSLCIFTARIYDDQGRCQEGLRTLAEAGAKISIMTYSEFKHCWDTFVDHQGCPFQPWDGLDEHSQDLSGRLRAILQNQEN
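Read-out is eYFP fluorescence (Ex 488/Em 500-530) from Vif-expressing HeLa A3G-eYFP cells; more signal means A3G escaped Vif-mediated degradation. Cells plated overnight, compound pinned in, incubated overnight at 37 deg C.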
ALOX12 inh = blocks human arachidonate 12S-lipoxygenase; P18054; purified 12hLO, xylenol orange hydroperoxide absorbance; Potency, µM (highest dose often 108 µM), inactives show at the top dose activity change, negative = inhibition, hits mostly inhibitors; 1.1% of 580,000 active; further: on the % scale 0 is the no-effect control and ±100 the full control effect
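Purified human 12hLO (150 nM final) in 25 mM Hepes, 0.01% Triton X-100, pH 7.0 was preincubated 15 min at room temperature with compound. Then 40 uM arachidonic acid was added, 30 min. Hydroperoxide was read by Fe-XO absorbance ratio 573/405 nm.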
rTrxR1 inhibitor = rat TrxR1 inhibition; recombinant rTrxR1, NADPH fluorescence consumption, selenite substrate; Potency, µM (top dose mostly 114 µM), without a hit: at the top dose activity change, negative = inhibition, hits mostly inhibitors; 1% of 390,000 active; further: on the % scale 0 is the no-effect control and ±100 the full control effect; nearly all actives have a fitted effect of over 65% in size
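Rat TrxR1 (90 nM in the dispensed reagent) was pre-reduced with 400 uM NADPH for 5 min at room temperature, then incubated with compound for 15 min. After 400 uM selenite was added, NADPH fluorescence (Ex 340/Em 450 nm) was followed for 8 min.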
RXFP1 ag = activates the human relaxin receptor RXFP1. HEK293T-RXFP1 cAMP TR-FRET, 30 min; response scale: percent of porcine relaxin response, buffer zero. Potency, µM (titrated, usually from 57.5 µM), inactives show at the top dose activation, usual class: activators. 0.3% of 370,000 active; further: on the % scale 0 is the no-effect control and ±100 the full control effect; nearly all actives have a fitted effect of over 60% in size; many of its hits are not listed in these tables
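Agonist response is measured as cAMP accumulation in an RXFP1-transfected HEK293T line under PDE4 inhibition. Values are scaled between buffer-only and 29 nM porcine relaxin, and EC50s come from standard Hill equation fits.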
TrxR1 substrate = rat thioredoxin reductase 1 substrate activity | O89049 | purified TrxR1 substrate turnover, NADPH consumption readout | Potency, µM (doses to about 114 µM), for inactives: at the top dose activity change, negative = substrate turnover | 0.01% of 390,000 active | AID 588456; further: on the % scale 0 is the no-effect control and ±100 the full control effect; nearly all actives have a fitted effect of over 50% in size
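Rat TrxR1, dispensed at 90 nM, was prereduced with 400 uM NADPH (final) for 5 min at ~22 deg C, then incubated with compound 15 min before 400 uM selenite. A first-read NADPH fluorescence drop versus no-compound background flagged substrates.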
IDH1 R132H inh = inhibitors of human mutant IDH1 R132H | IDH1-R132H enzyme, NADPH consumption, diaphorase/resazurin fluorescence | Potency, µM (doses to about 76.6 µM), for inactives: at the top dose activity change, negative = inhibition, most hits filed as inhibitors | 0.093% of 390,000 active; further: on the % scale 0 is the no-effect control and ±100 the full control effect; nearly all actives have a fitted effect of over 65% in size
Target sequence (O75874 whole entry R132H, stated change not applied): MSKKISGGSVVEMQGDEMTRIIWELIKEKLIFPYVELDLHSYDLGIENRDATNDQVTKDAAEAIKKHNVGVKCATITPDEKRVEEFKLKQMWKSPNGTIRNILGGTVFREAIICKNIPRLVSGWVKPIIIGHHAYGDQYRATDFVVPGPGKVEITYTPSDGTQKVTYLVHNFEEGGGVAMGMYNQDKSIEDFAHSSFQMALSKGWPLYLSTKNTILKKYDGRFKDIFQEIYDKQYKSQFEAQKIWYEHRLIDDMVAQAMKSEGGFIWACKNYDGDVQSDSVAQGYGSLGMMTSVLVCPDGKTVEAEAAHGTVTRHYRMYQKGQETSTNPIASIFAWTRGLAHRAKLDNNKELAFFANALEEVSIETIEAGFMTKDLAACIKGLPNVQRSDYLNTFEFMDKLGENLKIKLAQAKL
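IDH1-R132H (0.5 ug/mL) preincubated 30 min with compound, then NADPH (0.016 mM) and alpha-KG (2 mM) added; 80 min at RT, pH 7.5. Remaining NADPH coupled via diaphorase/resazurin to fluorescence (540/590 nm); concentration-response curves normalized to no-enzyme control.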
RGS4 inhibitor = blocks human RGS4-accelerated GTP hydrolysis | P49798 | Transcreener GDP fluorescence polarization, RGS4-accelerated GTP hydrolysis | Potency, µM (top dose mostly 114 µM), inactives show at the top dose activity change, negative = inhibition, hits mostly inhibitors | 0.039% of 390,000 active; further: on the % scale 0 is the no-effect control and ±100 the full control effect; nearly all actives have a fitted effect of over 75% in size; some results filed as inactive show a strong effect at the top dose
Target sequence (P49798 whole entry, looked up): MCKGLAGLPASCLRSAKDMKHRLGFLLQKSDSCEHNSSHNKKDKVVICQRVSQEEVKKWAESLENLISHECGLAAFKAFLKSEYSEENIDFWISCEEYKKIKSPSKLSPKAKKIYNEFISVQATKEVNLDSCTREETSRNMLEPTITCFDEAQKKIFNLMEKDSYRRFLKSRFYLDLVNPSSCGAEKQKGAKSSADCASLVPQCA
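MLSMR compounds (23 nl, pin-transferred) preincubated 10 min at room temperature with a 500nM (2x) first reagent, then RGS4 at 900nM (2x) plus Transcreener GDP mix added; fluorescence polarization (620/688 nm) read before and after 90 min at 30 °C.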
USP1-UAF1 inh = USP1/UAF1 (human) deubiquitinase inhibition | Potency, µM (doses to about 57.1 µM), without a hit: at the top dose activity change, negative = inhibition, usual class: inhibitors | recombinant USP1/UAF1, Ub-Rhodamine cleavage fluorescence | 0.23% of 390,000 active; further: on the % scale 0 is the no-effect control and ±100 the full control effect; nearly all actives have a fitted effect of over 60% in size; inactives centre near -12
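Step one: compound is pinned into 1nM USP1/UAF1 in HEPES pH 7.8 buffer with TCEP. Step two: 15 min room-temperature incubation. Step three: Ub-Rho (150nM final) starts cleavage, tracked by fluorescence over six one-minute reads.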
Vif-A3F inh = Vif-A3F binding inhibition. 0.2% of 390,000 active. HeLa A3F-eYFP + Vif (tagged APOBEC3F with the HIV-1 protein that degrades it), YFP fluorescence increase. Potency, µM (series often up to 46.1 µM), inactives show at the top dose activity, negative = active; further: % of control where 0% means no effect; nearly all actives have a fitted effect of over 65% in size
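Fluorescence increase (Ex 488/Em 500-530) after overnight compound treatment at 37 deg C flags inhibition of Vif-driven A3F-eYFP loss in stable HeLa A3F-eYFP/Vif cells seeded overnight beforehand.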
An asterisk follows results filed as active; ? = inconclusive; · = no result given; & = joins results of further samples; [ ] = dose if it differs, or a comment. The call rests on the fitted dose curve; in most records, active means well fitted curve in the direction sought with a large enough effect; inconclusive means small, poorly fitted or top-dose-only effect, or another doubt; inactive means no such curve, though single readings can be large; an effect the other way counts as inactive or inconclusive. Potency means the concentration at half of the fitted maximal effect.

SMILES	Vif-APOBEC3G blk	ALOX12 inh	rTrxR1 inhibitor	RXFP1 ag	TrxR1 substrate	IDH1 R132H inh	RGS4 inhibitor	USP1-UAF1 inh	Vif-A3F inh
O=C(Nc1ccc(F)cc1F)N1CCc2c(sc3c2CCCC3)C1c1ccc(F)cc1 (stereo not drawn)	2%	-17%	18%[57.1 µM]	-0.7%	1%[57.1 µM]	0%	-12%	?	-2%
O=[N+]([O-])c1ccc(COc2ncnc3ccccc23)cc1	0%	-22%	29%[57.1 µM]	3.9%	9%[57.1 µM]	5%	1%	-14%	12%
COc1ccc(Cl)cc1C(=O)OCC(=O)N(C)CC(=O)Nc1ccc(F)cc1	3%	4%	-2%	-0.1%	0%	2%	11%	-26%	-2%
CCCCCCCCC(=O)N1CCN(c2cc3c(cc2F)c(=O)c(C(=O)O)cn3CC)CC1	-2%	7%	10%	0.6%	12%	0%	-1%	-8%	-2%
CCOc1ccc(C(=O)OCC(=O)N(Cc2ccccc2)Cc2ccccc2)cc1OC	1%	13%	-5%	2.1%	-11%	1%	-38%	-23%	1%
Cc1ccc(OCCC(=O)N(CCC(C)C)c2c(N)n(Cc3ccccc3)c(=O)[nH]c2=O)cc1	-7%	·	6%	0.7%	-6%	8%	-6%	-4%	0%
COc1cc2[nH]c3c(=O)n(CCN4CCOCC4)cnc3c2cc1OC	-6%	-9%	16%	0.6%	107%[activator]	5%	-3%	-10%	1%
O=C(Oc1ccccc1)c1ccc(-n2cnnn2)cc1	1%	-6%	-7%[57.1 µM]	0.5%	4%[57.1 µM]	-17%	-20%	5%	-24%
CC(C)N1C(=O)CCC1C(=O)NCCc1ccccc1 (stereo not drawn)	0%	1%	13%	1.3%	3%	7%	-3%	-14%	1%
O=C(N/N=C/c1ccc([N+](=O)[O-])o1)c1cn(-c2ccccc2)nc1-c1ccc(F)cc1	-9%	-28%	7%[57.1 µM]	1.1%	1%[57.1 µM]	-5%	-18%	-23%	-9%
CCCc1nc(SCc2cc(=O)c3ccc(C)c(C)c3[nH]2)n[nH]1	-4%	-21%	-2%[57.1 µM]	-2.1%	-5%[57.1 µM]	19%	-3%	-11%	-4%
Cc1cc(=O)cc(C)n1-c1ccc(Cl)cc1	4%	0%	12%[57.1 µM]	-0.1%	8%[57.1 µM]	5%	18%	-15%	8%
Cc1nc2c(-c3ccccc3)c(C)nn2c(C)c1CCC(=O)NCc1ccccc1Cl	-1%	-3%	21%	-0.7%	10%	8%	-11%	-20%	-9%
C#CCOCCOCCOCCNc1nc(N2CCOCC2)nc(N2CCN(C(=O)[C@H](CCCCN)n3cc([C@@H](N)CO)nn3)CC2)n1	5%	-23%	13%[57.1 µM]	6.1%	10%[57.1 µM]	0%	-1%	?	2%
CN(C)c1nc(N(C)C)nc(N(C)C)n1	-2%	?	20%[57.1 µM]	-2.6%	3%[57.1 µM]	-5%	?	15%	4%
N#Cc1c(C(F)(F)F)cc(-c2ccco2)nc1SCc1ccncc1	?	-15%	-31%	1.7%	23%	7%	-2%	-14%	?
O=C(CSc1nnc(-c2ccncc2)n1Cc1ccco1)N1c2ccccc2Sc2ccc(Cl)cc21	1%	130%[activator]	-24%	2.0%	-5%	-6%	-10%	-1%	0%
NC(=O)/C=C\c1cn(-c2ccccc2)nc1-c1ccc2c(c1)OCCO2	-12%	-23%	-19%	0.4%	-1%	2%	-6%	-6%	5%
Cn1cc(NC(=O)Nc2ccc(C(F)(F)F)cc2)c(C(F)(F)F)n1	2%	?	2%[57.1 µM]	0.0%	-5%[57.1 µM]	-6%	8%	-10%	-2%
COc1ccc(S(=O)(=O)Nc2nnc(C(C)C)s2)cc1	0%	-46%	1%[57.1 µM]	-0.4%	1%[57.1 µM]	1%	-20%	-18%	-2%

Eleven entries out of the list, sorted by heavy-atom count, smallest number first:
SMILES	Vif-APOBEC3G blk	ALOX12 inh	rTrxR1 inhibitor	RXFP1 ag	TrxR1 substrate	IDH1 R132H inh	RGS4 inhibitor	USP1-UAF1 inh	Vif-A3F inh
CN(C)c1nc(N(C)C)nc(N(C)C)n1	-2%	?	20%[57.1 µM]	-2.6%	3%[57.1 µM]	-5%	?	15%	4%
COc1ccc(S(=O)(=O)Nc2nnc(C(C)C)s2)cc1	0%	-46%	1%[57.1 µM]	-0.4%	1%[57.1 µM]	1%	-20%	-18%	-2%
O=[N+]([O-])c1ccc(COc2ncnc3ccccc23)cc1	0%	-22%	29%[57.1 µM]	3.9%	9%[57.1 µM]	5%	1%	-14%	12%
CCCc1nc(SCc2cc(=O)c3ccc(C)c(C)c3[nH]2)n[nH]1	-4%	-21%	-2%[57.1 µM]	-2.1%	-5%[57.1 µM]	19%	-3%	-11%	-4%
Cn1cc(NC(=O)Nc2ccc(C(F)(F)F)cc2)c(C(F)(F)F)n1	2%	?	2%[57.1 µM]	0.0%	-5%[57.1 µM]	-6%	8%	-10%	-2%
N#Cc1c(C(F)(F)F)cc(-c2ccco2)nc1SCc1ccncc1	?	-15%	-31%	1.7%	23%	7%	-2%	-14%	?
NC(=O)/C=C\c1cn(-c2ccccc2)nc1-c1ccc2c(c1)OCCO2	-12%	-23%	-19%	0.4%	-1%	2%	-6%	-6%	5%
CCOc1ccc(C(=O)OCC(=O)N(Cc2ccccc2)Cc2ccccc2)cc1OC	1%	13%	-5%	2.1%	-11%	1%	-38%	-23%	1%
CCCCCCCCC(=O)N1CCN(c2cc3c(cc2F)c(=O)c(C(=O)O)cn3CC)CC1	-2%	7%	10%	0.6%	12%	0%	-1%	-8%	-2%
Cc1ccc(OCCC(=O)N(CCC(C)C)c2c(N)n(Cc3ccccc3)c(=O)[nH]c2=O)cc1	-7%	·	6%	0.7%	-6%	8%	-6%	-4%	0%
O=C(CSc1nnc(-c2ccncc2)n1Cc1ccco1)N1c2ccccc2Sc2ccc(Cl)cc21	1%	130%[activator]	-24%	2.0%	-5%	-6%	-10%	-1%	0%

(next part)
SMILES	Vif-APOBEC3G blk	ALOX12 inh	rTrxR1 inhibitor	RXFP1 ag	TrxR1 substrate	IDH1 R132H inh	RGS4 inhibitor	USP1-UAF1 inh	Vif-A3F inh
O=C(c1cccc2ccccc12)C1CCCN(C(=O)CCc2cnccn2)C1 (stereo not drawn)	3%	-5%	9%[57.1 µM]	5.9%	5%[57.1 µM]	16%	17%	-13%	-3%
COC(=O)c1ccc(NC(=S)N2CCN(Cc3cccc(C)c3)CC2)cc1	2%	-8%	-5%[57.1 µM]	2.9%	2%[57.1 µM]	-3%	-4%	-26%	6%
O=C(NCCCSc1ccccc1)c1cc(Cl)ccc1O	1%	?	9%	2.8%	33%[activator]	-5%	-16%	-19%	2%
O=C(CN1C(=O)NC(CCc2ccccc2)C1=O)N1CCCCCC1 (stereo not drawn)	0%	336%[activator]	9%	·	-10%	-9%	-2%	-16%	0%
CCOC(=O)C1CCCN(C(=O)c2cccc(S(=O)(=O)N3CCOCC3)c2)C1 (stereo not drawn)	2%	4%	12%	-0.2%	1%	-3%	28%	-7%	-15%
CC(C)c1ccccc1NC(=O)COc1ccc(C(=O)NCCc2ccccc2)cc1	-27%	-21%	17%	-0.5%	2%	0%	-18%	-2%	?
CCN1CCN(c2ccc(S(=O)(=O)N3CCOCC3)cc2NC(=O)c2ccc(F)cc2Cl)CC1	4%	-16%	7%[57.1 µM]	3.8%	3%[57.1 µM]	1%	-30%	-16%	14%
O=C(COc1ccc(Br)cc1CO)Nc1ccccc1	-2%	8%&0%	15%	-0.1%	-5%	18%	10%	-7%	-9%
O=C1CCc2cc(S(=O)(=O)Nc3ccc(C(F)(F)F)cc3)cc3c2N1CC3	1%	?	-9%	2.6%	-9%	1%	-29%	-10%	11%
NC(=O)c1ccccc1OCC(=O)NS(=O)(=O)c1ccccc1	3%	-9%	2%	1.0%	3%	-5%	11%	2%	1%
O=C(CSc1n[nH]c(-c2ccco2)n1)Nc1ccccc1	-4%	-29%	8%	0.5%	-2%	5%	-25%	-5%	-13%
CCCCN(C(=O)c1cc(S(=O)(=O)N2CCCCC2)ccc1Cl)c1c(N)n(CCC)c(=O)[nH]c1=O	0%	?	5%	·	0%	1%	-32%	-16%	0%
COc1cccc(C(=O)N(C)C(C)c2nc3ccccc3s2)c1 (stereo not drawn)	-2%	1%	6%	-4.4%	0%	0%	-12%	-19%	0%
O=C(Nc1ccc(C(=O)N2CCN(c3ccc(Cl)cc3)CC2)cc1)c1nsc2ccccc12	3%	-11%	17%[57.1 µM]	4.8%	2%[57.1 µM]	3%	9%	-10%	-3%
COc1ccc(CN(CCC(c2ccc3c(c2)OCO3)c2ccccc2OC)C(C)=O)cc1 (stereo not drawn)	6%	?	25%	0.5%	3%	0%	14%	-17%	-8%
CCc1ccc(S(=O)(=O)NCCOc2cccc3cccnc23)cc1	3%	?	18%	-3.2%	-3%	-3%	16%	-12%	2%

Screening results deposited in PubChem by National Center for Advancing Translational Sciences (NCATS).

An excerpt; count on the stated rates, not on these rows.
